# Assay outcomes as filed in PubChem BioAssay.
# BioA inh – blocks M. tuberculosis BioA enzyme activity; inhibition, % at 9.99 µM; 0.096% of 360,000 active; purified M. tuberculosis BioA enzyme, plate reader; in the data active means inhibition above about 40%
# PriA SSB inh – inhibitors of Klebsiella pneumoniae PriA binding to SSB C-terminal tail; inhibition, % at 33 µM; AlphaScreen SSBct-PriA binding, biotinylated peptide; 0.6% of 430,000 active; in the data active means inhibition mostly above about 37%, no sharp cut-off; inactive means mostly below about 20%;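 further: plate controls were negative control peptide for no effect and reference peptide for full effect; strong numbers were not always called active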
# VHR inh abs – inhibitors of human VHR1 phosphatase (DUSP3); P51452; recombinant VHR phosphatase, pNPP absorbance; inhibition, % at 13.3 µM; 0.52% of 290,000 active; AID 1654; in the data active means inhibition above about 50%; further: some compounds called inactive have numbers as strong as hits
# FBA Mtb inh – Mtb fructose-bisphosphate aldolase inhibition; P9WQA3; purified M. tuberculosis FBA, fluorescence read-out; inhibition, % at 1 µM; 2.3% of 360,000 active; AID 588726; in the data active means inhibition above about 27%;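 further: 0% = vehicle and 100% = reference inhibitor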
# Target sequence (P9WQA3 whole entry, looked up): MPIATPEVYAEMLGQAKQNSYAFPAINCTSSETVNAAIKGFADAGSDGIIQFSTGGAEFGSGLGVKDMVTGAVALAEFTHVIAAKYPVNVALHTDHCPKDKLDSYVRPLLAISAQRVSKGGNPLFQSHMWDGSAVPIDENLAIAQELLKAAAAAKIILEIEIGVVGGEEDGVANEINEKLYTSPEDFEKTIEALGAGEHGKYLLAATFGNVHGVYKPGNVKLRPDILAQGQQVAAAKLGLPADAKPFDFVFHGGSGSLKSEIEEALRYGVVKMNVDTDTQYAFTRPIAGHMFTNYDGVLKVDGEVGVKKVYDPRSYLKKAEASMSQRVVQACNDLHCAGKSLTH
# MazEF act – increases E. coli MazEF RNase cleavage of RNA. AID 504720. 0.32% of 350,000 active. P0AE70. activation, % at 20 µM. FAM/BHQ RNA-DNA oligo cleavage fluorescence, 5 h; in the data active means activation above about 50%
# Target sequence (P0AE70 whole entry, looked up): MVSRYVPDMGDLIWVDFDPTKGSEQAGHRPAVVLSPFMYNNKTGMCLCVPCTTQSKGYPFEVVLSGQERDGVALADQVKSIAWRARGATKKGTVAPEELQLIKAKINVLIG
# Mtb UGM inh – Mtb UDP-galactopyranose mutase inhibition | P9WIQ1 | purified UGM, fluorescence polarization probe displacement | inhibition, % at 10 µM | 0.06% of 320,000 active; in the data active means inhibition above about 10%, passing the limit was not always enough
# SARS 3CLpro inh – SARS-CoV 3CLpro protease inhibition | recombinant SARS-CoV 3CLpro, quenched FRET peptide cleavage | inhibition, % at 6 µM | AID 1706 | 0.14% of 290,000 active | P0C6X7; in the data active means inhibition above about 12%
# GDH-TPI counter – counter-screen for M. tuberculosis FBA inhibitors: GDH-TPI coupled enzymes; inhibition, % at 4.8 µM; AID 588335; 1.2% of 360,000 active; GDH-TPI coupled enzyme counterscreen, NADH absorbance; in the data active means inhibition above about 30%;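 further: 0% = DMSO wells and 100% = wells lacking the enzyme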
# Rv3671c protease – inhibitors of M. tuberculosis serine protease Rv3671c. P9WHR9. inhibition, % at 5.96 µM. 0.048% of 320,000 active. AID 2606; in the data active means inhibition above about 38%;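 further: extracellular domain of Rv3671c used as enzyme; 0% = enzyme with DMSO and 100% = no enzyme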
# Target sequence (P9WHR9 whole entry, looked up, the tested form may be a part): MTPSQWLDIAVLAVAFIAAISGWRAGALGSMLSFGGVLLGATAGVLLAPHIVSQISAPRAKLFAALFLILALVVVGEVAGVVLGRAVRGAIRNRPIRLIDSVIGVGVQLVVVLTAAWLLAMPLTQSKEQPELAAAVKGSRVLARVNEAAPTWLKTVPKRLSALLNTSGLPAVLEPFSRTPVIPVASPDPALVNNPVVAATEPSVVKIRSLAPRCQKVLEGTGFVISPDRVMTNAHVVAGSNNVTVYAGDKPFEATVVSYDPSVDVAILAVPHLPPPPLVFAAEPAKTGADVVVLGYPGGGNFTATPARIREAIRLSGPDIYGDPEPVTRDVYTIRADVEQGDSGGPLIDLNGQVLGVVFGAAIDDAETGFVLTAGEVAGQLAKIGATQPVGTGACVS
# Vc quorum ag – quorum light induction in luxS cqsA deficient V. cholerae; activation, % at 18.7 µM; V. cholerae BH1578 lux reporter, luminescence, 6 h; AID 588436; 0.16% of 350,000 active; in the data active means activation mostly above about 9.7%, no sharp cut-off; further: not every result past the cut was called active; inactives centre near 0; reference of the scale not given here
# Active calls of the source: *; i = inactive; . = not tested or not shown; & = joins results of further samples. This is a subset. The share of hits here may be higher or lower than overall.
SMILES,BioA inh,PriA SSB inh,VHR inh abs,FBA Mtb inh,MazEF act,Mtb UGM inh,SARS 3CLpro inh,GDH-TPI counter,Rv3671c protease,Vc quorum ag
CC1CCCCC1NC(=O)CSc1nncs1 (centres undefined),4.5,-12,23,1,4,-4.9,-5,-1,5,i
CCC(=O)NC(=S)Nc1ccc2oc(-c3ccc(OC)cc3)nc2c1,.,-4,11,-2,-35,1.8,2,2,-1,-0.5
CCCc1cc(C(=O)N2CCCC(N3CCN(c4ccc(F)cc4)CC3)C2)no1 (centres undefined),8.3,-2,23,-5,5,1.7,1,2,9,i
Cc1cccc(NC(=O)CSc2nc(C)c(Cc3ccccc3)c(=O)[nH]2)c1,-0.5,1,20,1,-32,-0.8,12,-13,-8,i
COc1cc(SC)ccc1C(=O)Nc1nc(C)cs1,.,-20,13,0,2,2.1,0,14,-6,-0.1
COC(=O)Nc1ccc(Cc2ccncc2)cc1,.,-3,13,2,-2,0.6,0,1,9,i
Cc1cc(C)n(-c2nc(Nc3ccccc3C)nc(-n3nc(C)cc3C)n2)n1,.,.,36,.,.,-2.9,2,.,-12,.
O=C(O)c1ccc(OCC2CCCO2)cc1 (centres undefined),-1.2,-6,-10,1,0,-0.4,0,6,-4,-0.5
O=C(CSc1nnc(-c2cccnc2)n1-c1ccc(F)cc1)NCc1ccc2c(c1)OCO2,1.7,-6,9,3,7,-0.7,2,-3,3,i
Cc1cc(C)nc(SCC(=O)Oc2ccc3oc(=O)cc(C)c3c2)n1,-1.8,-7,3,2,5,-0.1,-5,3,1,i
COC(=O)c1cccc(NC(=O)c2cnoc2C)c1,.,-5,9,31*,-7,1.0,-3,-2,4,-0.4
O=C1CC(N(Cc2ccc3c(c2)OCO3)C(=O)Nc2ccc(F)cc2)C(=O)N1c1ccccc1 (centres undefined),2.7,-13,16,-4,0,-0.2,5,-4,-2,-1.4
COc1cc(C(=O)NCC(=O)Nc2ccc(F)c(F)c2)ccc1OCC(=O)N1CCOCC1,0.9,-11,.,2,1,-2.3,.,-4,-10,-0.5
OC1(c2ccccc2F)CCN(Cc2nnnn2CCc2ccccc2)CC1,2.0,-16,-21,7,-6,-2.7,-2,5,-4,-0.2
O=C(O)c1ccc(CN2CCCCC2)o1,-1.8,-4,-9,1,4,-1.7,-8,10,5,-3.6
Clc1cc(Br)ccc1NCc1cccnc1,0.6,-17,-8,0,-16,-1.0,1,10,-5,1.2
CCC(C)[C@H](NC(=O)NC1CCCc2ccccc21)C(=O)OC (some centres undefined),.,4,33,3,7,-0.4,2,10,4,-0.8
C/C(=N\NC(=O)c1cc(C2CC2)nc2ccccc12)c1ccc(O)cc1O,-1.6,.,40,3,7,-0.4,-3,21,26,-0.2
COc1ccc(Cn2ccnc2SCC(=O)Nc2ccccc2)cc1,-0.1,26&12,10,3,1,0.8,-2,6,3,0.2
CSc1nc(-c2ccc(Cl)cc2)c(C#N)c(=O)[nH]1,.,-8,14,-3,-4,0.3,4,5,-10,-0.2
C=CCN(c1ccc(C(=O)NC(C)C)cc1)S(C)(=O)=O,4.4,1,-10,-1,11,.,2,-1,1,-0.2
O=C(NC(=S)N1CCCCC1CO)c1cc(Br)ccc1Cl (centres undefined),0.0,-7,.,-1,-5,.,.,-1,.,-0.7
CCc1[nH]c(=S)c(C#N)c(-c2ccccc2)c1C(=O)OC,.,-6,17,2,5,0.9,-3,11,2,-0.3
Cc1cccc(NC(=O)C2CC(=O)N(c3ccccc3)C2)c1C (centres undefined),-1.2,-22,0,1,-7,-0.2,2,12,-3,-0.6
Cn1nc(C(=O)NCc2cccc(Cl)c2)c2c1-c1ccccc1S(=O)(=O)C2,-1.9,-2,21,2,3,2.5,2,7,-6,i

# Filtered by structure: the compounds so far with an aryl methoxy group (4)
SMILES,BioA inh,PriA SSB inh,VHR inh abs,FBA Mtb inh,MazEF act,Mtb UGM inh,SARS 3CLpro inh,GDH-TPI counter,Rv3671c protease,Vc quorum ag
CCC(=O)NC(=S)Nc1ccc2oc(-c3ccc(OC)cc3)nc2c1,.,-4,11,-2,-35,1.8,2,2,-1,-0.5
COc1cc(SC)ccc1C(=O)Nc1nc(C)cs1,.,-20,13,0,2,2.1,0,14,-6,-0.1
COc1cc(C(=O)NCC(=O)Nc2ccc(F)c(F)c2)ccc1OCC(=O)N1CCOCC1,0.9,-11,.,2,1,-2.3,.,-4,-10,-0.5
COc1ccc(Cn2ccnc2SCC(=O)Nc2ccccc2)cc1,-0.1,26&12,10,3,1,0.8,-2,6,3,0.2

# (listing goes on)
SMILES,BioA inh,PriA SSB inh,VHR inh abs,FBA Mtb inh,MazEF act,Mtb UGM inh,SARS 3CLpro inh,GDH-TPI counter,Rv3671c protease,Vc quorum ag
O=C(CCN1C(=O)c2ccc(Br)cc2C1=O)NC1CCCCC1,0.1,-2,9,-1,7,0.5,1,-2,3,-0.4
Cc1cc(C)c2c(CN3CCN(Cc4ccc5c(c4)OCO5)CC3)cc(=O)oc2c1C,1.0,-9,37,1,5,0.1,-1,3,2,-0.5
CSc1nc(C)cc(OCNC(=O)c2cccs2)n1,5.2,1,21,-3,13,-0.7,2,1,-2,-3.3
NS(=O)(=O)c1ccc(N=Nc2c(O)c(C(=O)O)cc3ccccc23)cc1,-0.2,9,16,-8,-8,3.6,0,2,0,-0.6
COc1ccccc1Nc1nnc(SCC(=O)Nc2cc(C)on2)s1,-3.5,1,13,-1,-22,-3.1,-4,8,-8,.
Cc1ccc(C(=O)C(C)OC(=O)CCN2C(=O)C3C4C=CC(C5CC45)C3C2=O)cc1 (centres undefined),2.0,-15,18,5,4,0.4,2,-8,1,i
O=C(CCNC(=O)c1ccccc1)NNC(=O)COc1ccccc1Cl,-2.7,-12,.,4,3,0.9,.,-5,-3,2.4
COC(=O)[C@@H]1C[C@@]2(O)[C@@H](O)[C@@H](O)[C@@H](O)C[C@H]2N1Cc1ccc(-c2ccccc2)cc1,-0.8,-5,11,5,3,-0.2,.,10,4,-3.7
Cc1nccn1-c1ccc(C=O)cc1,.,-2,15,1,5,-1.3,2,-7,2,-0.3
O=C(COC(=O)c1ccc([N+](=O)[O-])s1)Nc1ccc(Cl)cn1,.,7,1,-2,10,-1.3,2,13,-18,-0.3
O=C(c1cc2cc(Br)ccc2oc1=O)N1CCN(c2ccccn2)CC1,-1.7,-5,1,-2,2,-0.1,2,16,0,-0.2
Cc1ccccc1NC(=O)CN1CCN(C)CC1,-1.0,-4,36,1,-2,0.8,-9,-2,-10,i
C=CCn1c(C)cc(C(=O)CSc2nc3ccccc3[nH]2)c1C,.,4,30,0,1,-2.5,0,-4,-2,i
N#Cc1cnc(Sc2ccccc2)nc1,.,-8,12,0,6,-1.4,-1,-5,3,i
C=CCN1C(=O)CSc2ccc(C(=O)NC3CCCCC3)cc21,-1.2,-2,-20,2,-3,-1.1,1,-6,-3,i
COc1cccc(CNc2nc3cc(C(C)=C(C)C)sc3c(=O)n2C)c1,2.3,.,.,3,.,.,.,-1,.,-1.6
O=[N+]([O-])c1ccc2c(c1)ncn2-c1ccccc1,.,-3,-11,1,4,-0.1,-2,9,1,-0.3
CCN(CC)c1ccc(NC(=O)CCNC(=O)c2ccco2)cc1,-0.7,19,4,1,4,-6.5,4,13,0,-0.6
CCC(C(=O)Nc1cccnc1Cl)c1ccccc1 (centres undefined),-1.9,-16,-12,3,4,1.3,4,2,6,i
Cc1ccccc1OCCC(=O)OCC(=O)Nc1ccc2[nH]c(=O)[nH]c2c1,-1.6,-13,.,0,0,-1.0,.,-5,1,-1.4
O=C(NC1CC1)C1CCN(C(=O)c2ccccc2Cl)CC1,-0.7,-8,26,2,3,0.2,0,1,5,i
Cc1nc(-c2ccc(S(=O)(=O)Nc3cccc(S(N)(=O)=O)c3)s2)cs1,-2.5,-4,14,1,4,2.1,-2,5,-2,-0.3
C=CCOC(=O)c1ccccc1N,0.5,0,.,18,3,-1.7,.,-1,4,-0.3
Nc1nnc(CCc2ccccc2)s1,0.6,2,3,-1,-1,-1.3,1,-5,1,-0.1
COc1cccc(OC)c1C(=O)N1CCN(c2c(Cc3ccccc3)c(C)nc3ncnn23)CC1,4.9,-3,-6,-2,3,-3.9,-4,-4,-1,-0.2

# (further entries)
SMILES,BioA inh,PriA SSB inh,VHR inh abs,FBA Mtb inh,MazEF act,Mtb UGM inh,SARS 3CLpro inh,GDH-TPI counter,Rv3671c protease,Vc quorum ag
Cc1cnc(C(=O)OCC(=O)N2c3ccccc3NC(=O)C2(C)C)cn1,-1.1,2,-7,-1,4,-5.8,0,3,-4,i
CS(=O)(=O)N(CC(=O)NCc1ccccc1Cl)c1cccc([N+](=O)[O-])c1,-0.7,15,12,0,7,-0.9,3,-2,-2,-0.2
CC(=NCCc1ccccc1)C1=C(O)CSC1=O,.,-3,-7,1,-11,-0.3,1,1,1,i
COc1ccc(CC(=O)N2CCCC2)c(OC)c1,-3.2,2,25,0,10,-0.4,0,-9,-4,-0.2
CC1CCCC(NC(=O)COC(=O)CCc2ccccc2)C1C (centres undefined),.,-5,16,-3,1,1.3,-3,3,0,-0.2
O=C(NC1CCN(Cc2ccccc2)CC1)c1cccc(S(=O)(=O)Nc2ccc(SC(F)F)cc2)c1,-1.8,4,.,3,2,2.1,.,8,-1,-2.6
c1ccc2c(c1)nc(NCc1ccc3c(c1)OCO3)n2CCN1CCOCC1,.,-15,9,1,1,1.7,2,-6,-1,0.2

# Seven entries from above, set out differently:
SMILES | BioA inh | PriA SSB inh | VHR inh abs | FBA Mtb inh | MazEF act | Mtb UGM inh | SARS 3CLpro inh | GDH-TPI counter | Rv3671c protease | Vc quorum ag
Cc1cnc(C(=O)OCC(=O)N2c3ccccc3NC(=O)C2(C)C)cn1 | -1.1 | 2 | -7 | -1 | 4 | -5.8 | 0 | 3 | -4 | i
CS(=O)(=O)N(CC(=O)NCc1ccccc1Cl)c1cccc([N+](=O)[O-])c1 | -0.7 | 15 | 12 | 0 | 7 | -0.9 | 3 | -2 | -2 | -0.2
CC(=NCCc1ccccc1)C1=C(O)CSC1=O | . | -3 | -7 | 1 | -11 | -0.3 | 1 | 1 | 1 | i
COc1ccc(CC(=O)N2CCCC2)c(OC)c1 | -3.2 | 2 | 25 | 0 | 10 | -0.4 | 0 | -9 | -4 | -0.2
CC1CCCC(NC(=O)COC(=O)CCc2ccccc2)C1C (centres undefined) | . | -5 | 16 | -3 | 1 | 1.3 | -3 | 3 | 0 | -0.2
O=C(NC1CCN(Cc2ccccc2)CC1)c1cccc(S(=O)(=O)Nc2ccc(SC(F)F)cc2)c1 | -1.8 | 4 | . | 3 | 2 | 2.1 | . | 8 | -1 | -2.6
c1ccc2c(c1)nc(NCc1ccc3c(c1)OCO3)n2CCN1CCOCC1 | . | -15 | 9 | 1 | 1 | 1.7 | 2 | -6 | -1 | 0.2
